MITF TRPM1 HTS – activators of MITF-driven TRPM1 promoter reporter, primary screen, cell-based, SK-MEL-5, luciferase, single point. hit rate 0.75% among 300,000. AID 588334, 2011. SK-MEL-5 TRPM1-promoter luciferase, 24 h; % of positive control, neutral wells = 0. activation, % at 12.5 µM;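 active means mean activation of at least 80% with every replicate also reaching 80%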;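 further: 0% = neutral control wells and 100% = parthenolide positive control wells; values of inactives mirror those of a sister screen read the other way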
CDK5 p35 inh – inhibitors of human CDK5/p35 kinase, primary screen, biochemical, single concentration. Cyclin-dependent kinase 5 (Homo sapiens) + Cyclin-dependent kinase 5 activator 1 (Homo …. inhibition, % at 10 µM. hit rate 0.01% among 330,000. Recombinant CDK5/p35, ADP-Glo luminescence, 60 min;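 active means highest replicate inhibition of at least 50% and at least 75% of replicates reaching 50%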;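 further: plate controls were DMSO neutral control for no effect and GW8510 at 10 µM for full effect; many of its hits are not listed in these tables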
HTR5A inv ctr – HTR5A inverse agonists in luminescence cell assay, primary screen, counter-screen for OPRM1-OPRD1 heterodimer inverse agonist project, full-deck HTS. 5-hydroxytryptamine receptor 5A (Homo sapiens), P47898. HTR5A cell line, inverse agonism. inhibition, % at 9.3 µM. hit rate 0.083% among 340,000. AID 504634, 2011; in the data active means inhibition mostly above about 23%, no sharp cut-off; inactive means mostly below about 18%;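 further: 0% = cells with DMSO and 100% = no-cell wells with DMSO; some compounds called inactive have numbers as strong as hits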
Wnt act – Wnt/beta-catenin pathway activators, primary screen, cell-based, plate reader, single point; Wnt/beta-catenin reporter cell assay, activator; activation, % at 9.35 µM; hit rate 1.2% among 300,000; AID 743398, 2014; in the data active means activation above about 30%, passing the limit was not always enough;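 further: 0% = neutral control wells and 100% = positive control wells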
PvdQ acylase – P. aeruginosa PvdQ acylase inhibitors, primary screen, biochemical, fluorescence, plate reader and imaging, single point | PvdQ acylase [Pseudomonas aeruginosa LESB58] | inhibition, % at 10 µM | hit rate 0.063% among 340,000 | purified PvdQ acylase; in the data active means inhibition above about 30%, passing the limit was not always enough;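 further: 0% = vehicle neutral wells and 100% = reference inhibitor wells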
HTR5A ag ctr – HTR5A agonists in luminescence cell assay, primary screen, counter-screen for OPRM1-OPRD1 heterodimer agonist project, full-deck HTS; 5-hydroxytryptamine receptor 5A (Homo sapiens), P47898; cell-based; activation, % at 9.3 µM; hit rate 0.61% among 340,000; AID 504692, 2011; in the data active means activation mostly above about 9.5%, no sharp cut-off; inactive means mostly below about 7.6%;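 further: 0% = cells with vehicle only and 100% = reference agonist; strong numbers were not always called active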
dFosB activator – activators of delta FosB homodimer, primary screen, biochemical, fluorescence polarization, TAMRA-CDK5 oligo, single point. hit rate 0.99% among 340,000. AID 493131, 2011. Protein FosB (Mus musculus), P13346. activation, % at 25 µM. purified delta FosB; percent of positive-control signal above neutral wells;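 active means mean activation above about 17%, with every replicate also reaching it, limit read from the data, passing the limit was not always enough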;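 further: fluorescence polarization rise as delta FosB binds a TAMRA Cdk5 AP-1 oligo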
V-ATPase pHluor – regulators of yeast V-ATPase proton pumping, primary screen, pHLuorin cytosolic pH fluorescence; S. cerevisiae; response, % at 10 µM; hit rate 0.37% among 350,000; AID 504577, 2011; in the data active means response mostly above about 7.3%, no sharp cut-off; inactive means mostly below about 5.4%; further: actives read high; inactives centre near 0; some compounds called inactive have numbers as strong as hits; reference of the scale not given here
SR-BI HDL uptake – inhibitors of SR-BI mediated HDL lipid uptake, primary screen, ldlA[mSR-BI] cells, fluorescence, single point; inhibition, % at 12.5 µM; ldlA[mSR-BI] CHO cells, DiI-HDL uptake fluorescence, 3 h; AID 488896, 2010; hit rate 0.96% among 320,000;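 active means mean replicate inhibition of at least 70% and a set share of replicates each scoring 70 or more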;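 further: 0% = median of neutral control wells and 100% = median of positive control wells; values of inactives mirror those of a sister screen read the other way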
NSD2 inh – NSD2 histone methyltransferase inhibitors, primary screen, biochemical, AlphaScreen, single concentration, set 2 | inhibition, % at 12.5 µM | NSD2 peptide methylation, 120 min | Histone-lysine N-methyltransferase NSD2 (Homo sapiens), O96028 | hit rate 0.54% among 310,000; in the data active means inhibition above about 50%
Target sequence (O96028 whole entry, looked up): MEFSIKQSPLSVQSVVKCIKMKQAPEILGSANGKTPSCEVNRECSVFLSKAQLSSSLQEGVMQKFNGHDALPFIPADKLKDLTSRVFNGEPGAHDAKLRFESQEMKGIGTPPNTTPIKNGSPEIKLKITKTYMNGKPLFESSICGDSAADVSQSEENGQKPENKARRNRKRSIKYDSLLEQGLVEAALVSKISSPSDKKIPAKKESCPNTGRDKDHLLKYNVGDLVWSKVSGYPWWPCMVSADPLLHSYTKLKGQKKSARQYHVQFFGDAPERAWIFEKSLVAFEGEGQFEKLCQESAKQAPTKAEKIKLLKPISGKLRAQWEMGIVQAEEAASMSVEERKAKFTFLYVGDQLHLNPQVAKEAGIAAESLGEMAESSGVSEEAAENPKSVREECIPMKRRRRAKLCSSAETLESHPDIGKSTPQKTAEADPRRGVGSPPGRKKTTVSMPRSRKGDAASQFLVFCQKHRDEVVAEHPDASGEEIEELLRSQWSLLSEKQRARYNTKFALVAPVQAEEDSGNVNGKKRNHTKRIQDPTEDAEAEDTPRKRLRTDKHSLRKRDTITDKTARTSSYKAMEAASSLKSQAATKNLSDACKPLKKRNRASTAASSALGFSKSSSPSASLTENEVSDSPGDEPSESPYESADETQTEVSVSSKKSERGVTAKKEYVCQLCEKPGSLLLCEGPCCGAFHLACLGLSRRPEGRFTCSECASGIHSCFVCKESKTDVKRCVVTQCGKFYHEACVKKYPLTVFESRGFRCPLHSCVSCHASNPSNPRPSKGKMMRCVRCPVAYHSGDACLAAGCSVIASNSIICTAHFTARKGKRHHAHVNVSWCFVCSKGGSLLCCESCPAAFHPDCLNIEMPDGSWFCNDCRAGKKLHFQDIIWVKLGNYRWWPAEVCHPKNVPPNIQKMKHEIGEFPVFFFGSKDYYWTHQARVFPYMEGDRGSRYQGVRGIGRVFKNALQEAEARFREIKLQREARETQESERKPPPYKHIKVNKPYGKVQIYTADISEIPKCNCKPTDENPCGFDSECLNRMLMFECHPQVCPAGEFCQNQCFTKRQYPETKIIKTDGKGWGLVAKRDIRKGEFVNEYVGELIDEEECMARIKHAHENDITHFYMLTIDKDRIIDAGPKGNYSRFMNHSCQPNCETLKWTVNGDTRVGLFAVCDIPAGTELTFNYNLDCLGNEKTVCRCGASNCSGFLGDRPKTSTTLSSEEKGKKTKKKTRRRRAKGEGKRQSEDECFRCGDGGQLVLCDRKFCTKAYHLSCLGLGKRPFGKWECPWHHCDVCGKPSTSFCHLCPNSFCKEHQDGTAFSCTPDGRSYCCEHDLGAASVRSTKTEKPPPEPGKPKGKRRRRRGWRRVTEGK
Starred values were filed as active, the others as inactive; nt = no result given.

SMILES	MITF TRPM1 HTS	CDK5 p35 inh	HTR5A inv ctr	Wnt act	PvdQ acylase	HTR5A ag ctr	dFosB activator	V-ATPase pHluor	SR-BI HDL uptake	NSD2 inh
CCN(C(=O)c1ccco1)C1C2CC3CC(C2)CC1C3 (stereo not given)	-0.6	-4.7	-1.7	2.1	12.9	0.5	-5.0	0.7	12.5	37.6
COc1ccc(C(=O)NCc2nnc(SCC(=O)N3CCC(C)CC3)o2)cc1	-16.7	-5.5	-1.4	-5.8	-12.8	0.5	-5.8	0.8	0.6	-1.5
CCOC(=O)c1ccc(NC(=O)C2=C(C)Nc3nc(CCCO)nn3C2c2ccc(OC)cc2)cc1 (stereo not given)	12.2	0.1	21.1	-1.2	8.7	-4.9	-0.3	-2.4	-11.6	-1.4
O=C(NC1CC(=O)N(c2ccc(Cl)cc2)C1)N1CCN(C(=O)c2ccco2)CC1 (stereo not given)	3.2	-1.0	-9.4	-2.3	-9.4	0.8	-5.4	-0.6	-32.2	0.3
O=S(=O)(NC(=S)NC1CCCCC1)c1ccc(Cl)cc1	3.8	-1.0	7.5	-0.6	-5.6	-2.7	-0.2	-2.9	-17.8	-0.1
CCOC(=O)C1(C/C(C)=N/NC(N)=O)CC(C)(C)OC1=O (stereo not given)	-0.3	0.8	0.2	-1.5	2.3	3.3	-3.9	-3.9	3.4	-3.4
CCN1CCN(S(=O)(=O)c2ccc(Cl)c(C(=O)N(C)Cc3cccc(OC)c3)c2)CC1	-3.7	0.4	-7.7	-0.6	-8.3	2.8	-7.6	1.2	6.8	-0.5
CCOc1ccc(CC(=O)Nc2cc(=O)n(C)c(=O)n2C)cc1	-2.9	1.4	-23.6	1.1	-11.7	5.4	-2.3	-2.3	17.6	-2.3
CC1(CC(=O)N/N=C/c2cc([N+](=O)[O-])c(O)cc2O)OCCO1	0.4	-0.3	nt	1.0	8.6	nt	-6.5	-0.1	-6.1	59.8*
COc1cc(NC(=O)CSc2ncnc3scc(-c4ccccc4)c23)c(C(=O)O)cc1OC	-8.4	-2.3	-9.0	-1.1	-1.3	3.3	-11.4	6.6	-44.0	3.6
CCCCN(C(=O)c1ccco1)c1c(N)n(CCC)c(=O)[nH]c1=O	19.0	-0.5	-6.6	4.4	8.1	4.1	1.2	5.0	-8.1	34.5
C/C=C/C(=O)N1CC2(CC(c3cccc(NC(=O)CC(c4ccccc4)c4ccccc4)c3)=NO2)C[C@H]1C(N)=O (stereo not given in full)	13.8	0.7	-10.9	-14.3	-8.4	4.3	-1.7	0.6	32.1	nt
CCOC(=O)c1c(-c2ccc(C)o2)csc1NC(=O)CN1CCOCC1	-1.0	0.1	-38.6	nt	-6.1	-3.3	-12.9	-1.0	19.4	7.4
CCCNC(=O)C(Cc1cccc(OC)c1)NC(=O)c1ccc(C#N)cc1 (stereo not given)	21.4	-1.8	-4.2	-0.3	-6.7	-4.5	-2.5	-3.2	-11.2	nt
O=C(NNC(=S)Nc1ccccc1)NNC(=S)Nc1ccccc1	-7.6	-8.2	15.9	-0.8	-9.1	-5.6	10.2	-0.8	18.3	-7.2
COc1ccc2nc(NC(=O)C3CCN(C(=O)c4ccco4)CC3)sc2c1	nt	0.4	-7.3	9.9	-13.1	2.5	-1.8	1.5	nt	4.2
COc1ccc(S(=O)(=O)Nc2c(C(=O)O)[nH]c3ccccc23)c(OC)c1	nt	-2.2	17.6	2.5	-5.7	-5.8	-3.9	0.3	nt	3.7
CCCc1c(O)nc(SCC(=O)O)[nH]c1=O	-5.8	-0.6	1.1	0.6	-12.4	0.4	-4.6	0.2	-15.8	-0.3
CC1CCCCN1S(=O)(=O)c1ccc(C(=O)N(CCCN(C)C)c2nc3cc4c(cc3s2)OCO4)cc1 (stereo not given)	9.9	-0.5	-1.0	-3.0	-9.5	-2.5	-4.4	2.6	30.3	7.4
O=C(Nc1cc(Br)ccc1O)c1cc(-c2ccc3c(c2)OCO3)on1	44.5	2.1	-6.3	7.2	-11.8	2.4	76.6*	7.3	-10.1	nt
CCc1nc(SCC(=O)Nc2cc(C)ccc2OC)c2c(C)c(C)sc2n1	-5.7	-0.6	-22.8	-5.8	4.8	2.4	-10.4	-4.3	8.7	-1.1
CC[C@]1(C(=O)OC)[C@H]2C(=O)N(Cc3ccccc3)C(=O)[C@H]2[C@H]2CN=C(SCc3ccc(C#N)cc3)N21	7.2	-0.4	6.0	-0.6	-13.8	-1.8	-1.2	1.6	-22.4	nt
O=C(COc1ccc2ccc(=O)oc2c1)NC1CCCCC1	22.1	-4.3	17.6	8.4	7.4	5.8	-5.6	2.4	-9.5	-3.3
Cc1ccccc1-n1c(=O)cc(N2CCCCCC2)[nH]c1=O	6.3	2.4	14.2	-1.1	-3.1	-5.1	-4.3	-1.7	nt	nt
Cc1cccc(C(=O)NC2CCN(CC(=O)NCc3cccs3)CC2)c1	-0.3	-0.4	-25.3	-0.2	-0.7	1.0	7.8	1.6	11.9	-6.7
N#C/C(=C\c1cn(CC(=O)O)c2ccccc12)C(=O)NCc1ccccc1	3.9	-0.3	-0.9	3.0	2.3	0.2	5.9	5.8	-2.0	4.4
N#CC1(NC(=O)CSc2nncn2-c2ccccc2F)CCCC1	4.1	1.1	3.6	1.2	-7.4	-1.0	0.9	-1.9	-12.6	-2.8
COc1cccc(-n2ccnc2SCC(=O)N2CCc3ccccc32)c1	10.3	0.4	8.1	-1.2	5.7	-3.2	-13.4	-0.1	nt	nt
CSCCC(NC(=O)c1ccccc1)C(=O)Nc1ccc(C)cc1 (stereo not given)	-2.7	-0.4	-27.7	3.0	-8.8	-4.0	-13.2	-3.3	-46.0	1.1
O=C(COc1ccccc1F)NNC(=O)Cn1c(=O)cnc2ccccc21	nt	1.2	-1.4	-2.7	-7.0	0.6	-3.7	0.2	-29.7	0.3
COC(=O)Cc1c(O)ccn(Cc2ccc(Cl)c(Cl)c2)c1=O	-3.8	0.1	-22.5	-2.1	-8.0	4.6	2.6	-3.5	-30.5	-0.7
CCCn1cnc2scc(-c3ccc(C)cc3)c2c1=O	-9.4	-0.2	16.0	-9.0	-7.3	0.6	2.2	4.0	21.7	-2.6
Cc1ccsc1/C=N/NC(=O)CC(=O)NCC(C)C	nt	-4.8	13.4	-0.3	-2.6	4.4	4.3	-2.5	-0.6	-4.5
Cc1ccc(SCCNC(=O)c2ccccc2F)cc1	7.1	0.7	9.2	-0.2	-10.9	-2.5	-3.7	-1.3	9.0	-3.0
Cc1cccc(C(=O)NC2CC3CCCC(C2)N3C(=O)Nc2ccccc2)c1 (stereo not given)	1.8	4.3	-21.4	-0.8	-20.6	2.9	-4.6	-4.9	-7.4	-0.9
Cc1ccccc1CNC(=O)COc1ccccc1	19.5	1.2	-14.4	-1.0	10.3	3.9	-4.7	3.6	-12.2	-2.4
CC(=O)N(C(C)=O)C1=C(C#N)C2(CCCCC2)Cc2ccccc21	0.8	-0.1	2.3	nt	-0.5	2.0	-5.1	-1.5	5.0	0.6
CCOc1ccccc1NC(=O)NCc1ccc(F)cc1	-21.2	-0.5	5.6	-4.3	-5.5	-2.0	-7.6	1.3	42.7	0.5
Oc1ccc(C[C@@H]2CNCCN2CCc2cccc3ccccc23)cc1	9.2	-0.9	-4.2	-5.6	16.2	8.6	-2.9	-3.4	-26.7	nt
O=C(NNC(=S)NC(=O)c1ccccc1[N+](=O)[O-])c1ccccc1Cl	-2.9	-0.7	21.4	-4.3	-13.3	-5.8	-1.9	-2.7	-10.8	0.1
Cc1cc(Br)ccc1NC(=O)c1cnc(N2CCN(c3ccccn3)CC2)c2ccccc12	-29.6	-0.2	nt	-3.6	-0.8	nt	0.5	1.1	53.6	-4.3
CC(C)(C)/C(COc1ccccc1[N+](=O)[O-])=N/O	20.8	-2.8	0.1	-0.9	-22.5	-0.1	1.0	3.6	-13.0	-0.8
CC(=N\NC(=O)c1ccccc1)/C(=N/O)C(=O)Nc1ccccc1	-4.7	0.9	-19.5	-0.2	-12.8	6.9	4.9	-2.2	16.4	-3.4
CCOc1ccccc1CN1CCCC(CNS(=O)(=O)c2ccc(OC)cc2)C1 (stereo not given)	1.5	-0.6	-16.9	4.5	2.4	2.9	-0.2	-0.9	6.3	4.4
CC[C@]1(C(=O)OC)[C@H]2C(=O)N(C)C(=O)[C@H]2[C@H]2CN(C)C(=NC)N21	5.2	1.3	-4.7	-0.9	13.5	1.4	2.4	0.5	-11.9	nt
Cc1ccc(S(=O)(=O)NN2Cc3ccccc3C2=N)cc1	2.2	-2.2	-3.4	-0.9	-1.5	-0.5	-0.3	-0.6	-4.5	-0.9
N#Cc1ccc(OCC(=O)NNC(=O)C2CCCCC2)cc1	6.4	0.2	-28.4	-2.0	1.7	11.6	-4.2	-7.1	15.4	-0.8
O=C(Oc1ccccc1)c1ccc2nsnc2c1	8.2	0.3	-27.8	nt	24.8	6.4	-5.6	6.3	0.4	nt
Cc1ccc(-c2csc(NC(=O)c3c(C)noc3C)n2)cc1C	43.9	0.4	0.3	-4.1	-1.7	-0.1	4.8	-3.8	68.1	-1.1
Cc1cc2c(cc1S(=O)(=O)N(C)c1ccccc1)n(C)c(=O)n2C	-5.5	-1.0	-6.1	0.9	-8.1	1.6	-3.2	-1.9	-16.9	-0.9
CC(/C=C1\SC(=O)N(CC(=O)Nc2ccc(O)cc2)C1=O)=C\c1ccccc1	-2.4	0.0	-5.2	-2.6	-2.1	0.7	-3.9	-1.0	2.6	0.0
CC(=O)N1CCC(c2c[nH]c3ccccc23)CC1	9.3	0.0	-23.0	0.4	6.1	-0.1	0.0	-1.5	-8.5	-1.7
O=C(/C=C\Nc1ccccn1)c1ccc(Cl)cc1	13.1	-1.0	-4.3	nt	13.2	4.1	-13.0	2.5	14.1	-0.6
CC(C)c1ccccc1NC(=O)COC(=O)COc1ccccc1[N+](=O)[O-]	-6.9	0.5	-2.9	1.8	-12.5	3.3	-1.3	-0.7	-4.5	1.2
COc1ccc(/C=N/N=C2/CC(C)(C)Cc3n[nH]c(=O)cc32)cc1	-5.6	-0.7	6.2	0.8	-4.4	-0.8	-4.1	-0.8	14.4	37.3
C[C@H](NC(=O)c1nc[nH]c1C(=O)NC1CCN(C(=O)OC(C)(C)C)CC1)C(=O)OCc1ccccc1	-6.6	1.3	-23.9	2.0	-14.0	8.2	-21.0	3.5	-33.9	nt
CCCCOc1cccc(C2/C(=C(/O)c3ccc4c(c3)CC(C)O4)C(=O)C(=O)N2CCN2CCOCC2)c1 (stereo not given)	14.5	2.0	9.0	-0.8	5.0	1.9	1.6	-1.0	-54.5	1.3

Hits appear at their usual frequency; overall some 5% were active at least once.
